ADAM10 inh: inhibitors of human ADAM10. recombinant ADAM10, EDANS/DABCYL FRET peptide cleavage, 3 h. inhibition, % at 7 µM. actives 0.62% (n = 370,000). O14672. AID 720582;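 active = inhibition above a per-campaign cutoff equal to the mean of compounds falling between control-based bounds plus 3 SD, cut at about 20% in these data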;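 note: 0% = DMSO wells while the 100% control is not disclosed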
PLCb3 inh: blocks human PLC-beta3 enzyme activity. AID 720704. actives 0.18% (n = 370,000). inhibition, % at 12.2 µM. Purified PLC-beta3, fluorogenic substrate, fluorescence. Q01970; in the data active = inhibition above about 11%;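 note: 0% = median of compound wells on plate and 100% = full blocker control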
hgDAF12 agonist: agonists of H. glycines DAF-12 nuclear receptor; actives 1.8% (n = 370,000); activation, % at 6.8 µM; AID 687014; HEK293 GAL4-hgDAF12 UAS-luciferase reporter, agonist luminescence; normalized to butyrate control;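 active = activation above a cutoff set at the mean of all screened compounds plus 3 SD, cut at about 10% in these data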;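 note: 0% = DMSO wells and 100% = sodium butyrate wells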
ssDAF-12 act: activators of S. stercoralis DAF-12 nuclear receptor; HEK293 ssDAF-12/GRIP1 lit1-tk-luc reporter, luminescence; % of 3 µM dafachronic acid response; activation, % at 6.8 µM; actives 1% (n = 370,000);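 active = activation above the mean over all tested compounds plus 3 SD, cut at about 0.9% in these data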;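 note: 0% = DMSO-only wells and 100% = 3 µM delta7-dafachronic acid wells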
HGIII-sPLA2 inh: Inhibits HGIII-sPLA2 liposome hydrolysis, primary screen | inhibition, % at 12.2 µM | actives 0.56% (n = 370,000) | QFRET BODIPY PC-A2 liposome hydrolysis, fluorescence | Q9NZ20;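 active = inhibition above mean plus 3 SD of compounds lying within the high and low control bounds, cut at about 19% in these data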;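 note: 0% = median of test compound wells and 100% = no enzyme DMSO wells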
DAX1 inh-1: inhibitors of human orphan nuclear receptor DAX1 (NR0B1); P51843; HEK293 Gal4-DAX1 luciferase reporter, luminescence; inhibition, % at 6.75 µM; actives 0.99% (n = 340,000); AID 504766;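 active = inhibition above the mean over all tested compounds plus 3 SD, cut at about 4.2% in these data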;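 note: 0% = DAX1-transfected cells with DMSO and 100% = empty-vector control cells with DMSO; inhibition shows as a rise in luminescence from relieved DAX1 repression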
GAA850 FXN act: activators of GAA850 frataxin (FXN) promoter; HEK293 lucGAA850 FXN promoter luciferase reporter, 24 h; percent of 10 µM SAHA response; activation, % at 6 µM; actives 0.56% (n = 360,000); AID 540364;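 active = activation above the average of all compounds screened plus 3 SD, cutoff fixed separately per campaign, cut at about 7.5% in these data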;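 note: 0% = DMSO wells and 100% = 10 µM SAHA wells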
hcDAF12 agonist: H. contortus DAF-12 activation, primary screen; HEK293 hcDAF-12 lit1-tk-luc reporter, luminescence; 0% DMSO, 100% Δ7-dafachronic acid; activation, % at 6.8 µM; actives 1.4% (n = 370,000); AID 652067;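 active = activation above the mean of all tested compounds plus 3 SD, cut at about 5.5% in these data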;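 note: 100% = response to 3 µM Δ7-dafachronic acid high control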
PLCg1 inh: inhibitors of human phospholipase C gamma1. purified PLC-gamma1, fluorogenic substrate, fluorescence. P19174. AID 720700. actives 0.84% (n = 370,000). inhibition, % at 12.2 µM; in the data active = inhibition above about 9.5%
Target sequence (P19174 whole entry, looked up): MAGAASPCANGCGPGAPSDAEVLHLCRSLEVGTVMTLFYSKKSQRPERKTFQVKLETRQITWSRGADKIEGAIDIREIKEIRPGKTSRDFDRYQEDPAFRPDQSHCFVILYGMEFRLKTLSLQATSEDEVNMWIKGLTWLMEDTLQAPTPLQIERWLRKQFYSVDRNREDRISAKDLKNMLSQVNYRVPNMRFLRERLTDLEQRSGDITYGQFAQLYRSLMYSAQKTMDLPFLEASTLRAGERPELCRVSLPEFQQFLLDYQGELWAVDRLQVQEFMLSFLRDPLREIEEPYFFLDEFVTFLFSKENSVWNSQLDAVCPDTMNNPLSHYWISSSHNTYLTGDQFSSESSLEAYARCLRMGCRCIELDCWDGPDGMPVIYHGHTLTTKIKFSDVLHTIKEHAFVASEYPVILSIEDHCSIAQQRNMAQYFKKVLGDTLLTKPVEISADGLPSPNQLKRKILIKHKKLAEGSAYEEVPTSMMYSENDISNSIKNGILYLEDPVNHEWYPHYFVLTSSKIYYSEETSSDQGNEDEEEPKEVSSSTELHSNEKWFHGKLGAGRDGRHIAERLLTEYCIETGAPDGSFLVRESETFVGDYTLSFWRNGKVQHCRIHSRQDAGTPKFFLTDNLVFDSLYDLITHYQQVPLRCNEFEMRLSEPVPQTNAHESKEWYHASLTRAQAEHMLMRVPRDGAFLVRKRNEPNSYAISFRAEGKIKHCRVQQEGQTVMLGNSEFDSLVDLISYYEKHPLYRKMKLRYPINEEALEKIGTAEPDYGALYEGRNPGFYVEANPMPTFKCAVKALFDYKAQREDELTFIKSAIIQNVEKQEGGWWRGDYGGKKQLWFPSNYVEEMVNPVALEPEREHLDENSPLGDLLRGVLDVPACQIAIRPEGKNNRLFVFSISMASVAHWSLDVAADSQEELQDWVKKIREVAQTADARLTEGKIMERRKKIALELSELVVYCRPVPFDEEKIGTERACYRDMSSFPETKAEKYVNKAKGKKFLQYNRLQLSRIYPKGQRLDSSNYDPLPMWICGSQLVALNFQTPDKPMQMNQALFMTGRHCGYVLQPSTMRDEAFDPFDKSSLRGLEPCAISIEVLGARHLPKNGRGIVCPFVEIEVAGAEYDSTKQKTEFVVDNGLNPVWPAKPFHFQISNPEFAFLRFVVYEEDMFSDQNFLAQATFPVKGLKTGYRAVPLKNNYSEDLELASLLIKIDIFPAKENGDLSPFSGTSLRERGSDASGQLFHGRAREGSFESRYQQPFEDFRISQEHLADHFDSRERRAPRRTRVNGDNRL
ADAM17 inh: ADAM17 inhibition, QFRET primary screen; P78536; recombinant ADAM17, EDANS/DABCYL FRET peptide cleavage; inhibition, % at 6.95 µM; actives 0.83% (n = 370,000);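 active = inhibition above the mean of compounds lying between control limits plus 3 SD, set per campaign, cut at about 8.5% in these data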;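 note: 0% = DMSO-only wells as the low control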
DAX1 inh-2: blocks DAX1 repression of SF-1 activated StAR promoter. HEK293T StAR-luciferase reporter, SF-1/DAX-1 repression relief. inhibition, % at 6.8 µM. actives 1.1% (n = 370,000). AID 652010;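 active = inhibition above the mean over all tested compounds plus 3 SD, cut at about 3.6% in these data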;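 note: 0% = DAX-1 cells with DMSO and 100% = cells lacking DAX-1 with DMSO; higher inhibition means more luminescence from relief of DAX-1 repression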
An asterisk follows results filed as active; · = no result given.

SMILES | ADAM10 inh | PLCb3 inh | hgDAF12 agonist | ssDAF-12 act | HGIII-sPLA2 inh | DAX1 inh-1 | GAA850 FXN act | hcDAF12 agonist | PLCg1 inh | ADAM17 inh | DAX1 inh-2
COCC(=O)N(Cc1cc2cc(OC)ccc2[nH]c1=O)c1ccc(C)cc1 | -277 | -48 | -0.3 | -1.1 | 7 | 0.1 | 2.6 | 0.0 | -43 | -90 | 0.0
Cc1cc(C)cc(N(CC(=O)NCc2ccccc2)C(=O)CCC(=O)Nc2ccccn2)c1 | 3 | -8 | -1.2 | -0.9 | 0 | 0.1 | 1.4 | -1.0 | -1 | 0 | 0.1
O=C(NNC1=C(C(=O)C(F)(F)F)CCC1)c1ccccc1Cl | 2 | -1 | 9.3 | -0.9 | -2 | 3.1 | 2.7 | 0.1 | 2 | -2 | 1.6
COC(=O)Cc1c(O)ccn(Cc2cccc(C(F)(F)F)c2)c1=O | -9 | 1 | -0.7 | -1.2 | -5 | -0.2 | 1.0 | 0.5 | -1 | -2 | -0.6
CCCn1c(SCC(=O)Nc2ccccc2OC)nnc1-c1ccco1 | 13 | -2 | 1.1 | -1.4 | -1 | -2.0 | -4.0 | -1.3 | 5 | -1 | -1.7
N#C/C(=C\c1c(N2CCN(c3ccccc3)CC2)nc2ccccn2c1=O)S(=O)(=O)c1ccccc1 | -2 | -10 | 0.1 | -1.1 | 11 | 0.2 | -1.1 | -1.0 | -1 | -6 | -0.7
CCn1nc(C)c(/C=N/NC(=S)Nc2ccc(Cl)cc2Cl)c1C | 17 | 12* | 4.0 | -2.0 | 0 | -0.6 | 2.0 | -0.4 | 4 | 8.7* | 0.8
CCn1ccc(C(=O)NC2CCCC2)n1 | -6 | -1 | -2.0 | -1.2 | 6 | 0.6 | 1.0 | -0.9 | 2 | -2 | 2.3
CCOC(=O)c1c(C)[nH]c(C(=O)CSc2nnc(-c3cccs3)n2Cc2ccccc2)c1C | 5 | -3 | -0.6 | -0.9 | -12 | -0.3 | -5.2 | 0.6 | 2 | -1 | -1.0
CCOCCn1[nH]c2ccccc2c1=O | -15 | -7 | -1.2 | -1.5 | 7 | 0.7 | 0.9 | 1.0 | -5 | -3 | -0.1
CC(C)C(=O)NC(=S)Nc1ccccc1F | -1 | -1 | 0.9 | -1.2 | 4 | 1.8 | 1.2 | -0.7 | 0 | -3 | -0.5
COC(=O)CN(c1cccc(F)c1)S(C)(=O)=O | 2 | 9 | 2.7 | -0.5 | 7 | 0.8 | -1.1 | -0.8 | 4 | 1 | 0.8
CN1C(C(=O)Nc2cccc(O)c2)=CC(c2ccco2)=NS1(=O)=O | -6 | 6 | 5.4 | -0.7 | -6 | 7.6* | -0.8 | 0.8 | 5 | 4 | -0.3
COc1ccc2[nH]c(=O)c(CN(C(=O)c3cccnc3)c3ccc(C)cc3)cc2c1 | -89 | -22 | -0.2 | -1.4 | -2 | -1.8 | 0.2 | -0.5 | -12 | -30 | -0.2
O=C(Cn1c(=O)c2c(ncn2C2CCCC2)n(Cc2ccccc2)c1=O)N1CCc2ccccc21 | 8 | 6 | 0.1 | -1.2 | -5 | -1.8 | 2.2 | -0.3 | 5 | 3 | -0.5
O=C(COC(=O)CCCC1=NS(=O)(=O)c2ccccc2N1)Nc1ccc(Br)cc1 | 0 | -4 | -2.1 | -1.3 | -11 | -0.6 | 0.8 | -1.9 | 1 | 4 | 4.1*
COc1c(C)cc(C(=O)C2CCCN(C(=O)c3cc4nc(C)cc(C)n4n3)C2)cc1C (centres undefined) | -6 | -7 | 6.2 | -1.2 | 2 | 2.1 | 1.4 | 1.4 | -5 | -3 | 0.2
COc1ccc(OC)c(Nc2cc(C)nc3ccc(C)cc23)c1 | -3 | -4 | 2.2 | -1.7 | -1 | -3.7 | -6.3 | -1.9 | 2 | -1 | -1.3
O=C1CCc2cc(S(=O)(=O)N3CCN(c4ccccc4)CC3)cc3c2N1CCC3 | -7 | 2 | -2.2 | -0.8 | 12 | 0.7 | 1.4 | -0.9 | 0 | -5 | 0.4
O=c1cc(-c2ccc(C3CCCCC3)cc2)[nH][nH]1 | -3 | -10 | -3.0 | -0.7 | -20 | 2.0 | -0.3 | 3.6 | -3 | -1 | 0.0

Three entries from above, ordered by number of heavy atoms, ascending.
SMILES | ADAM10 inh | PLCb3 inh | hgDAF12 agonist | ssDAF-12 act | HGIII-sPLA2 inh | DAX1 inh-1 | GAA850 FXN act | hcDAF12 agonist | PLCg1 inh | ADAM17 inh | DAX1 inh-2
CCOCCn1[nH]c2ccccc2c1=O | -15 | -7 | -1.2 | -1.5 | 7 | 0.7 | 0.9 | 1.0 | -5 | -3 | -0.1
COC(=O)CN(c1cccc(F)c1)S(C)(=O)=O | 2 | 9 | 2.7 | -0.5 | 7 | 0.8 | -1.1 | -0.8 | 4 | 1 | 0.8
COc1ccc2[nH]c(=O)c(CN(C(=O)c3cccnc3)c3ccc(C)cc3)cc2c1 | -89 | -22 | -0.2 | -1.4 | -2 | -1.8 | 0.2 | -0.5 | -12 | -30 | -0.2

Additional compounds
SMILES | ADAM10 inh | PLCb3 inh | hgDAF12 agonist | ssDAF-12 act | HGIII-sPLA2 inh | DAX1 inh-1 | GAA850 FXN act | hcDAF12 agonist | PLCg1 inh | ADAM17 inh | DAX1 inh-2
CN(C)c1ccc(N=Nc2ccccc2C(=O)OCC(=O)N2CCCC2)cc1 | 7 | 1 | 3.7 | -2.0 | -1 | 0.0 | 4.0 | -1.1 | -2 | 4 | 0.1
CC(C)CNC(=O)C1(C)CCCN1C(=O)c1cc2ccccc2s1 (centres undefined) | -7 | 3 | -4.0 | -0.6 | -5 | · | 0.7 | 0.9 | -1 | -2 | -0.1
Cc1ccccc1Cn1c(=O)n(CCCC(=O)NCc2ccco2)c(=O)c2sccc21 | -3 | 2 | -1.8 | -1.1 | 2 | -1.2 | -0.8 | -1.7 | 7 | 5 | -0.1
Cc1ccc([N+](=O)[O-])cc1NC(=O)CN(C(=O)c1ccccc1Cl)C1CCCCC1 | -3 | 2 | -1.3 | -1.2 | 11 | -0.5 | 0.5 | -1.4 | -1 | 4 | -0.8
COc1ccccc1-n1cnc2cc(NCc3ccccn3)ccc21 | -13 | -27 | -0.1 | -2.1 | 0 | 0.3 | -1.2 | -2.7 | -17 | -7 | -1.1
CCN(C[C@H]1N[C@@](C)(C(=O)OC)[C@H]2C(=O)N(Cc3ccccc3)C(=O)[C@@H]12)C(=O)Nc1ccc(F)cc1 | -13 | -1 | -1.1 | -0.7 | 10 | -0.5 | 15* | 0.5 | -2 | -7 | 0.6
COc1ccc(CN2C(=O)c3ccnn3CC2(C)c2nnnn2-c2c(C)cccc2C)cc1 (centres undefined) | 0 | 0 | 2.0 | -1.1 | -3 | · | · | -0.1 | -1 | -1 | 0.2
CCSc1nnc(-c2ccc(Cl)cc2)c2ccccc12 | -4 | 1 | 3.1 | -1.7 | -1 | -0.1 | 0.0 | -2.1 | 0 | -1 | -1.0
C[C@H]1CN([C@@H](C)CO)S(=O)(=O)c2ccc(Br)cc2O[C@@H]1CN(C)C(=O)Cc1ccccc1 | 1 | 4 | -1.7 | -0.8 | -8 | -0.4 | 0.0 | 0.1 | 2 | 2 | -0.4
COc1ccc(C2CC(c3ccc(C)cc3)Nc3ncnn32)cc1 (centres undefined) | -28 | -16 | 1.0 | -1.0 | 5 | 2.6 | -0.8 | -1.9 | -11 | -8 | -0.7
CC(=O)NC(c1ccc(F)cc1)c1cccnc1 (centres undefined) | 5 | 1 | 1.4 | -1.2 | 4 | 2.8 | 2.5 | -1.7 | 2 | -3 | 1.1
COc1ccc(Br)cc1CN(C)CC(=O)Nc1cc([N+](=O)[O-])ccc1OC | -5 | 0 | -0.6 | -1.5 | 1 | -0.7 | -4.2 | 1.8 | 0 | -3 | -0.6
CCCC1=NN2C(=N)/C(=C\c3ccc(OCCOc4ccc(NC(C)=O)cc4)c(OC)c3)C(=O)N=C2S1 | -29 | -9 | 3.8 | -1.5 | -14 | -1.0 | -0.1 | 0.0 | -5 | -9 | 0.0
COc1ccccc1CCC(=O)N(C)CC(=O)Nc1ccc(Cl)c(C(F)(F)F)c1 | 22* | -2 | -2.2 | -1.5 | -10 | 0.1 | 3.8 | -0.8 | 3 | 5 | 0.3
CS(=O)(=O)c1ccc(C(=O)Nc2ccc(-c3nc4ccccc4[nH]3)cc2)cc1 | -72 | -118 | 0.9 | 0.2 | -1 | -0.9 | 0.6 | -1.8 | -66 | -28 | -0.2
CCCCOCC(O)Cn1c(C)nc2ccccc21 (centres undefined) | -3 | 6 | 0.0 | -1.2 | -3 | -1.5 | 0.7 | -0.9 | 6 | 1 | -0.9
CCOc1ccc(-n2c(C)nc3cc(C(=O)NCc4ccco4)ccc32)cc1 | 3 | 1 | -1.6 | -1.1 | -7 | 0.7 | 0.3 | -2.4 | -1 | 1 | -1.2
COc1ccc(CCNc2nc(C)cc(C)c2C#N)cc1OC | -16 | -23 | -3.4 | -1.7 | 4 | -0.8 | 2.0 | -3.7 | -11 | -8 | -0.6
Cc1cc(C)c(NC(=O)CN(C)C(C)C(=O)N2CCc3ccccc32)c(C)c1 (centres undefined) | -4 | -4 | -0.8 | -1.2 | 1 | -0.7 | 1.0 | -1.7 | 1 | -5 | -0.5
CCCCn1nnnc1C1(C)CCC(=O)N1Cc1cc(OC)ccc1OC (centres undefined) | -7 | 1 | 0.3 | 0.2 | 4 | · | · | -0.9 | -1 | -4 | 1.1
COc1ccc2[nH]cc(CCNC(=O)c3ccco3)c2c1 | -7 | -3 | 1.4 | -1.2 | -5 | 1.0 | -1.8 | -0.4 | 1 | -2 | 0.0
CC1=NN(c2ccccc2)C(=O)/C1=C/C=C/C=C/N(C)C | 6 | -10 | -2.7 | -1.8 | 6 | -1.7 | -3.1 | -1.0 | -6 | 6 | -2.1
CC(OC(=O)c1nsc(Cl)c1Cl)C(=O)NCCc1ccccc1 (centres undefined) | 0 | -7 | 0.6 | -1.1 | 0 | -1.8 | 1.8 | 0.8 | 0 | -4 | -0.6
C=CCC(O)(CC=C)CNC(=O)C1CCC(=O)N(CCCc2ccccc2)C1 (centres undefined) | -1 | -1 | -1.6 | -2.0 | 0 | -0.4 | 0.4 | -1.3 | 1 | 0 | -0.1
CC(=O)c1cccc(NC(=O)COC(=O)c2ccccc2C)c1 | 13 | -5 | 1.6 | -1.0 | -4 | 1.2 | 3.8 | 1.1 | 0 | 0 | 0.9
COC(=O)CCC(=O)N1CN2CN(C(=O)CCC(=O)OC)CC([N+](=O)[O-])(C2)C1 | -9 | -5 | -0.2 | -1.9 | 10 | 2.4 | 0.7 | -0.3 | -1 | -5 | 0.3

Taken from the results shown for reference:
SMILES | ADAM10 inh | PLCb3 inh | hgDAF12 agonist | ssDAF-12 act | HGIII-sPLA2 inh | DAX1 inh-1 | GAA850 FXN act | hcDAF12 agonist | PLCg1 inh | ADAM17 inh | DAX1 inh-2
COc1ccc2[nH]cc(CCNC(=O)c3ccco3)c2c1 | -7 | -3 | 1.4 | -1.2 | -5 | 1.0 | -1.8 | -0.4 | 1 | -2 | 0.0
CC1=NN(c2ccccc2)C(=O)/C1=C/C=C/C=C/N(C)C | 6 | -10 | -2.7 | -1.8 | 6 | -1.7 | -3.1 | -1.0 | -6 | 6 | -2.1

Screening data from PubChem BioAssay.
